# Compound activity: PubChem BioAssay, National Center for Advancing Translational Sciences (NCATS)
# WRN inhibitor – blocks human WRN helicase; Q14191; WRN helicase unwinding, fluorescent forked duplex, kinetic; Potency, µM (highest dose often 114 µM), without a hit: top-dose activity change, negative = inhibition, hits mostly inhibitors; actives 0.46% (n = 360,000); AID 651768; further: potency means the concentration at half of the fitted maximal effect; on the % scale 0 is the no-effect control and ±100 the full control effect; nearly all actives have a fitted effect of over 55% in size
#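 Kinetic fluorescence helicase assay: unwinding of a quenched forked DNA duplex (100 nM final) with 2 mM ATP final raises red fluorescence (525/598 nm). Compounds sat 15 min at room temperature with 20 nM WRN beforehand.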
# PLK1 PBD block – inhibitors of human PLK1 polo-box domain binding | Plk1 PBD binding of FITC phosphopeptide, fluorescence polarization | P53350 | actives 2.8% (n = 360,000) | Potency, µM, inactives show max response, negative = inhibition, actives largely listed as inhibitors; further: potency means the concentration at half of the fitted maximal effect; series mostly up to about 57 µM; on the % scale 0 is the no-effect control and ±100 the full control effect; nearly all actives have a fitted effect of over 65% in size
# Target sequence (P53350 whole entry, looked up, the tested form may be a part): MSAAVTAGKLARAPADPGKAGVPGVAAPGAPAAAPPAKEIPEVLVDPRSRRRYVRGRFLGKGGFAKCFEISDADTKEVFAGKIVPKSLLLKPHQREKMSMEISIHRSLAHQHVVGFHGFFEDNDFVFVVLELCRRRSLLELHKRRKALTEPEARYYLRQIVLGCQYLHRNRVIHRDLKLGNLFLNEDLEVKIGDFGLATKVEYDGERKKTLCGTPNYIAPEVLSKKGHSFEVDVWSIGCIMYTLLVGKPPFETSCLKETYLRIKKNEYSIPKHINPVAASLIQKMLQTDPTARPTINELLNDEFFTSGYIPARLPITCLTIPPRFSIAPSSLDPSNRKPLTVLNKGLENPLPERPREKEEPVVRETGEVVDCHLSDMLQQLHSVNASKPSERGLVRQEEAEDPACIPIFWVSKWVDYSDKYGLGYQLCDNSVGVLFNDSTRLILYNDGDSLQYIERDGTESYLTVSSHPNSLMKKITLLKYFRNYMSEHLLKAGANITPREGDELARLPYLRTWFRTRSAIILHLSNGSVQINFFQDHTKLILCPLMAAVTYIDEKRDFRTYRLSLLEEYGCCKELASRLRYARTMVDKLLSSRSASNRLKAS
# EPAC1 antag – antagonists of human EPAC1; EPAC1 GEF assay, Rap1b-BODIPY-GDP exchange fluorescence; AID 720709; actives 0.14% (n = 360,000); Potency, µM (top dose mostly 115 µM), inactives show at the top dose activity change, negative = inhibition, usual class: inhibitors;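 further: potency means the concentration at half of the fitted maximal effect; plate controls were vehicle for no effect and positive control for full effect; nearly all actives have a fitted effect of over 50% in size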
# IL-2 act – activates IL-2 in a cell-based reporter assay; IL-2 activation reporter assay, cell-based qHTS; stimulated with anti-CD3/CD4/CD28 beads; in transgenic mouse T cells; activation, % (series mostly up to about 46 µM); actives 0.065% (n = 360,000); AID 652025; in the data active means activation above about 50%; inconclusive means mostly about 30% to 49%; further: 0% is about no effect
#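 First, unstimulated transgenic mouse T cells were exposed to compound for 60 min. Next, anti-CD3/anti-CD4-coated beads with anti-CD28 were added. Finally, after 18 h at 37 degrees C, EGFP and DsRed were imaged.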
# aSyn yeast inh – alpha-synuclein toxicity inhibition in yeast. actives 0.14% (n = 370,000). Yeast expressing alpha-synuclein, growth rescue, BacTiter-Glo, 24 h. Potency, µM (titrated, usually from 46.1 µM), for inactives: at the top dose growth rescue (activation), usual class: activators; further: potency means the concentration at half of the fitted maximal effect; % of control where 0% means no effect; nearly all actives have a fitted effect of over 65% in size
#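 Rescue of yeast growth: cells expressing toxic alpha-synuclein, induced in galactose at OD600 0.02, incubated with compound 24 h at 30 C. ATP luminescence quantified growth; inhibitors of toxicity appear as activators.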
# EPAC1 agonist – activates human EPAC1 exchange factor | EPAC1 agonist qHTS, biochemical assay; response scale: 100% = response to 6.5 mM cAMP | O95398 | Potency, µM (doses to about 154 µM), without a hit: at the highest dose activation, most hits filed as activators | actives 0.073% (n = 360,000) | AID 720707; further: potency means the concentration at half of the fitted maximal effect; nearly all actives have a fitted effect of over 60% in size
#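 Read-out is the fluorescence drop as BODIPY-GDP leaves Rap1B (480 nm excitation, 540 nm emission), recorded every 5 minutes over 30 minutes. Reactions held 100 nM EPAC1, 250 nM Rap1B–BODIPY-GDP and 50 uM GDP, with 6.5 mM cAMP setting full activation.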
# FUS suppressor – FUS proteinopathy suppression in yeast; S. cerevisiae FUS-expressing, growth rescue, OD600, 24 h; Potency, µM (top dose mostly 76.6 µM), without a hit: at the top dose growth rescue (activation), usual class: activators; actives 0.24% (n = 390,000);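 further: potency means the concentration at half of the fitted maximal effect; plate controls were DMSO vehicle for no effect and reference control for full effect; nearly all actives have a fitted effect of over 55% in size; some results filed as inactive show a strong effect at the top dose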
#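 Toxicity suppression screen in FUS-yeast. Cells induced with 2% galactose, starting OD 0.005, treated 24hr at 30C with compounds at multiple final concentrations; growth by OD600.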
# Abeta yeast res – restores growth of yeast expressing A-beta42 peptide; AID 1347071; yeast expressing A-beta42, growth rescue, OD600, 48 h; response scale: 0% DMSO, 100% iron-clioquinol control; actives 0.063% (n = 410,000); Potency, µM (series often up to 46.1 µM), inactives show at the top dose growth rescue, hits mostly activators; further: potency means the concentration at half of the fitted maximal effect; nearly all actives have a fitted effect of over 55% in size
#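 Yeast growth medium received pinned compounds, then yeast cells expressing toxic A-beta were added; plates incubated at 30 C for 48 hr. Growth read as absorbance at 600 nm, normalized to DMSO and equimolar FeCl3 plus clioquinol controls.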
# PI5P4K alpha inh – blocks human PI5P4K alpha kinase activity | P48426 | PI5P4Kalpha enzyme, ADP-Glo luminescence, 60 min; hits give low values | max response, % | actives 1.2% (n = 330,000) | AID 652105; active means max response of -50% or lower; inconclusive means between -30% and -50%; inactive means -30% or higher; further: value at the top dose of about 77 µM; on the % scale 0 is the no-effect control and ±100 the full control effect
# Target sequence (P48426 whole entry, looked up): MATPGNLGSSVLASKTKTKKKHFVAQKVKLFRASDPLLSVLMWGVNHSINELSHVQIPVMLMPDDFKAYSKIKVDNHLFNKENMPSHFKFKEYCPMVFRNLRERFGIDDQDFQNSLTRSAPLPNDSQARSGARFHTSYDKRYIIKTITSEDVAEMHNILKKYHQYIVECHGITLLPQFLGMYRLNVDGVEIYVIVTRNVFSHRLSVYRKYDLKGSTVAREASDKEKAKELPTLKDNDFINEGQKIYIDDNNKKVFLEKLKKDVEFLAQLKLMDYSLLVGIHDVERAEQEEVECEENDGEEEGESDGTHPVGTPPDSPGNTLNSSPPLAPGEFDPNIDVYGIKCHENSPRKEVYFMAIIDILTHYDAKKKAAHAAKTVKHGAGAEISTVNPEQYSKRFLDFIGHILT
#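 Single end-point luminescence (ADP-Glo) quantified ADP from PI5P4Kalpha turnover; ATP 5 microM final, 1 h at RT, 0.1% CHAPS and 0.28 mM EGTA in HEPES pH 7.4.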
# * = called active by the depositor; ? = inconclusive; nt = no result given; & = joins results of further samples; [ ] = remark or other dose. Unless noted, the call rests on the fitted dose curve; in most records, active means well fitted curve in the direction sought with a large enough effect; inconclusive means small, poorly fitted or top-dose-only effect, or another doubt; inactive means no such curve, though single readings can be large; an effect the other way counts as inactive or inconclusive.
SMILES	WRN inhibitor	PLK1 PBD block	EPAC1 antag	IL-2 act	aSyn yeast inh	EPAC1 agonist	FUS suppressor	Abeta yeast res	PI5P4K alpha inh
O=C(Nc1cnc2sccn2c1=O)c1ccccc1Cl	-6%	-2%	7%	0.9	-11%	1%	7%	-11%	nt
COc1nc(-c2ccc(C)cc2)ccc1-c1noc(-c2cccnc2)n1	4%	4%	17%	-0.6	2%&6%	4%	18%	-6%	5
COc1ccc(-c2c(-c3ccccc3)c(C(=O)C(=O)NCCCN(C)C)n3ccc4cc(OC)c(OC)cc4c23)cc1OC	-10%	-3%	0%	-5.3	8%	3%	28%	-5%	-4
CCCNC(=O)C1(C)CCCN(C(=O)COCc2ccccc2)C1 (stereo not drawn)	1%	-2%	-3%	0.1	3%	-3%	-34%	1%	8
N#Cc1ccc(NC(=O)COC(=O)c2cccnc2Cl)cc1	6%	-1%	-10%	-2.5	-7%	4%	nt	0%	0
CCSc1nnc(CCNC(=O)OC(C)(C)C)o1	-1%	0%	2%	9.9	-6%	0%	7%	20%	nt
Cc1onc(-c2ccccc2)c1-c1nnc(CN2CCN(S(=O)(=O)c3ccccc3)CC2)o1	-3%	-1%	-19%	1.6	13%	-4%	nt	-11%	-10
Cc1ccc(-c2nnn(CC(=O)N(Cc3ccc(F)cc3)C(C(=O)NC3CCCC3)c3ccncc3)n2)o1 (stereo not drawn)	0%[57.1 µM]	-3%	-1%	-3.4	-1%	12%	7%	12%	7
CCOc1nc2cnccc2n(CC(=O)Nc2c(F)c(F)cc(F)c2F)c1=O	0%	4%	-11%	2.1	1%	-14%	-17%	-16%	-6
O=C(O)CCCNc1cc(N2CCN(C(=O)c3ccco3)CC2)c2noc3c2c1C(=O)c1ccccc1-3	45µM*	12%	36%[activator]	-0.5	-13%	?	?	-14%	?
C=CCN(C(=O)CC(NC(C)=O)c1ccccc1)c1nc(-c2ccc(S(C)(=O)=O)cc2)cs1 (stereo not drawn)	-1%	-9%	-9%	-3.5	2%	6%	12%	9%	-4
Cc1ccc(CCNS(=O)(=O)c2cc(Br)cnc2N)cc1	-7%	-14%	-2%	-1.8	3%	-1%	-31%	19%	4
CC(C)(C)c1ccc(S(=O)(=O)NCc2ccc(C(=O)N3CCOCC3)cc2)cc1	-7%	-5%	-4%	-2.7	0%	-10%	31%	-15%	nt
CC1Sc2ccc(S(=O)(=O)N3CCC(C(=O)N(C)Cc4ccccc4)CC3)cc2NC1=O (stereo not drawn)	0%	-8%	-25%	-3.8	-1%	9%	0%	7%	0
CCCCCCCCNC(=O)c1cnsn1	1%	-6%	2%	-3.6	-5%	-10%	23%	-7%	7

# Sorted by value in PI5P4K alpha inh (rising): some entries from above
Compound,PI5P4K alpha inh
Cc1onc(-c2ccccc2)c1-c1nnc(CN2CCN(S(=O)(=O)c3ccccc3)CC2)o1,-10
C=CCN(C(=O)CC(NC(C)=O)c1ccccc1)c1nc(-c2ccc(S(C)(=O)=O)cc2)cs1 (stereo not drawn),-4
CCCNC(=O)C1(C)CCCN(C(=O)COCc2ccccc2)C1 (stereo not drawn),8

# The main list resumes, starting two compounds before the break.
SMILES	WRN inhibitor	PLK1 PBD block	EPAC1 antag	IL-2 act	aSyn yeast inh	EPAC1 agonist	FUS suppressor	Abeta yeast res	PI5P4K alpha inh
CC1Sc2ccc(S(=O)(=O)N3CCC(C(=O)N(C)Cc4ccccc4)CC3)cc2NC1=O (stereo not drawn)	0%	-8%	-25%	-3.8	-1%	9%	0%	7%	0
CCCCCCCCNC(=O)c1cnsn1	1%	-6%	2%	-3.6	-5%	-10%	23%	-7%	7
CCOc1cc(/C=C2/C(=O)ON=C2C)ccc1OCc1ccccc1F	?	0.84µM*	0%	0.4	5%	5%	4%	-6%	nt
O=C(NC1CCCCC1)C1c2ccccc2C(=O)N1Cc1ccc2c(c1)OCO2 (stereo not drawn)	-7%	-1%	-1%	1.3	-3%	4%	19%	0%	2
CCc1nnc(NC(=O)CCC(=O)N2CCN(c3cc(C)ccc3C)CC2)s1	-5%	2%	10%	2.5	2%	0%	40%	1%	3
O=C(O)c1ccc(N2C(=O)c3cccnc3C2=O)cc1	0%[57.1 µM]	-5%	-2%	0.1	-7%	-1%	-12%	-13%	14
COc1ccc(-c2nn(-c3ccccc3)cc2/C=N/Nc2ccc3ccccc3n2)cc1OC	-14%	-8%	?	-3.8	-1%	9%	?	-16%	-5
CCCCCN(C(=O)CCC(=O)OCC(=O)Nc1cccc(CC)c1)c1c(N)n(CCCC)c(=O)[nH]c1=O	-1%	-4%	13%	-1.3	6%	-33%[inhibitor]	16%	-16%	-2
Cc1ccc(NC(=O)C(=O)NCc2ccccn2)cc1	2%	-9%	-13%	1.2	0%	-6%	20%	-2%	4
CCn1nnnc1SCC(=O)c1ccc(NC(C)=O)cc1	9%	-24%	8%	-1.3	-15%	0%	13%	2%	-5
Cc1ccccc1CCNC(=O)c1ccc(Cl)c(S(=O)(=O)N2CC(C)OC(C)C2)c1 (stereo not drawn)	-3%	3%	-3%	-3.3	2%	-18%	nt	2%	-4
COC(=O)c1ccccc1S(=O)(=O)C(C)(C)C	13%	24µM*	-1%	-0.6	-12%	-1%	-14%	-5%	-8
O=C(CSc1nc2ccccc2o1)N1CCCC1	-2%	-16%	3%	-0.6	-7%	6%	2%	5%	1
O=C(c1ccccc1Br)N(Cc1ccccc1)c1ccccc1	?	-6%	?	-1.1	13%	3%	22%	-11%	-8
C=CCN(c1ccccc1C(=O)NCC(=O)O)S(=O)(=O)c1ccccc1C	-23%	2%	6%	3.9	-1%	-5%	-11%	9%	-3
COc1cc(Cc2nc3ccccc3n2C(C)c2nc3ccccc3[nH]2)cc(OC)c1 (stereo not drawn)	5%	1%	19%	-0.6	-1%	-2%	4%	-10%	-9
COc1ccc(CCNS(=O)(=O)c2ccc3c(c2)CCN3C(=O)C2CC2)cc1OC	3%	-4%	-17%	-0.6	-12%	-9%	26%	-3%	-6

# WRN inhibitor, hit marks shown above.
SMILES,WRN inhibitor,PLK1 PBD block,EPAC1 antag,IL-2 act,EPAC1 agonist,PI5P4K alpha inh
O=C(O)CCCNc1cc(N2CCN(C(=O)c3ccco3)CC2)c2noc3c2c1C(=O)c1ccccc1-3,45µM*,12%,36%[activator],-0.5,?,?

# Carrying on:
SMILES	WRN inhibitor	PLK1 PBD block	EPAC1 antag	IL-2 act	aSyn yeast inh	EPAC1 agonist	FUS suppressor	Abeta yeast res	PI5P4K alpha inh
Cc1ccc(N2CC(C(=O)N3CCN(Cc4ccc5c(c4)OCO5)CC3)CC2=O)cc1 (stereo not drawn)	4%	-2%	5%	2.1	2%	-14%	14%	-4%	5
O=S(=O)(NCCc1ccccc1)c1cccc(S(=O)(=O)N2CCOCC2)c1	-10%	1%	-1%	-0.3	1%	-2%	9%	15%	6
C/C(=N\Nc1nc(-c2ccc(C)cc2C)cs1)c1cc2ccccc2oc1=O	-14%	?	-5%	-4.5	-1%	5%	nt	-16%	-21
COCCCNC(=S)NNC(=S)NCCCOC	-10%	-5%	1%	-5.4	-5%	-8%	33%	-6%	-9
CC(=O)c1cccc(NC(=O)CCc2nnc3ccc(N4CCOCC4)nn23)c1	5%	4%	-9%	-1.1	2%	3%	1%	-8%	2
CC(C)N(C(=O)CSc1nnc(-c2cc3ccccc3cc2O)n1Cc1ccco1)C(C)C	-10%	-7%	1%	0.8	18%	7%	42%	19%	nt
CN(C)NC(=S)NC1(C)CCS(=O)(=O)C1 (stereo not drawn)	-8%	-1%	4%	-0.1	0%	9%	-1%	2%	1
O=C(c1cccn2c(=O)c3cc(Cl)ccc3nc12)N1CCOCC1	6%	-9%	-5%	-1.3	-4%	4%	18%	-10%	nt
Cn1cnnc1SCC(=O)NCCc1ccc(Cl)cc1Cl	5%	3%	13%	1.7	1%	-1%	-46%	9%	2
COc1ccc(CCNC(=O)C2CCCN2C(=O)Nc2ccc(C)cc2)cc1OC (stereo not drawn)	-8%	-4%	-14%	1.7	-5%	18%	-14%	0%	-1
CCN(CC)S(=O)(=O)c1ccc(N2CC(C(=O)NCc3ccc4c(c3)OCO4)CC2=O)cc1 (stereo not drawn)	-8%	-11%	-29%	-0.4	0%	-8%	4%	-15%	1
Cc1ccc(-n2sc3ccccc3c2=O)cc1S(=O)(=O)N1CCCCC1	-3%	0.84µM*	-11%	-0.2	-82%[inhibitor]	0%	29%	-85%[inhibitor]	-111*
N#Cc1ccc(CSc2nc(N)cc(=O)[nH]2)cc1	8%	-13%	7%	0.7	-4%	-3%	7%	-16%	2
Cc1ccc(S(=O)(=O)c2nc(-c3ccccc3)oc2N2CCCC2)cc1	1%	-20%	5%	0.5	5%	0%	-18%	11%	?
COc1cccc(S(=O)(=O)N2CCN(Cc3ccc4c(c3)OCO4)CC2)c1	-18%	-4%	9%	-0.9	-3%	13%	-9%	2%&11%	-1

# (listing goes on)
# Values in the order – WRN inhibitor, PLK1 PBD block, EPAC1 antag, IL-2 act, aSyn yeast inh, EPAC1 agonist, FUS suppressor, Abeta yeast res, PI5P4K alpha inh
c1ccc(C(c2ccccc2)c2ccn[nH]2)cc1
  5%, -8%, 2%, 1.4, 23%, -2%, 17%, ?, -2
COc1cc(NC(=S)NC(=O)c2ccccc2F)ccc1NC(=O)c1cccs1
  -10%, 4%, -21%, -1.9, 3%, 0%, -9%, -2%, 0
COc1ccc(Cn2c(-c3ccc(OC)cc3)nc3ccccc32)cc1
  6%, -3%, -7%, 0.0, -7%, -5%, nt, 9%, -3
CCOC(=O)c1nnn(-c2nonc2NC(C)=O)c1C
  -3%, 2%, -5%, 2.0, 1%, -7%, -35%, 4%, 4
